Bioassay records from PubChem BioAssay.
ARNT TACC3 PPI: disrupts binding between human ARNT and TACC3; Q9Y6A5; AID 623870; hit rate 0.66% among 390,000; AlphaScreen His-ARNT PAS-B/GST-TACC3 binding, luminescence; TACC3 fragment carries E629A point mutation; inhibition, % at 9.99 µM;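 active = mean inhibition of replicates at least 50% and at least half of replicates each reaching 50%; inconclusive = half or more replicates reach 50% but mean below 50%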;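 note: 0% = complete ARNT plus TACC3 wells and 100% = ARNT alone without TACC3; many hits fall short of the cut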
F508del corr: correctors of CFTR F508del function in bronchial epithelial cells; hit rate 0.36% among 350,000; CFBE cells, YFP halide quenching; stimulated with forskolin plus potentiator P3; % fluorescence drop versus neutral controls; activity (quench increase), % at 7.58 µM;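 active = mean added fluorescence quench of at least 8% versus neutral control, with both replicates also reaching 8%; inconclusive = only one of the mean or replicate conditions met; inactive = mean below 8% and not both replicates reaching 8%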;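 note: cells transiently co-express mutant CFTR-F508del with the halide-sensitive YFP; corrector assay measuring rescue of mutant channel to the surface after 24 h compound exposure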
PAX8 inh HTS: lowers PAX8-driven luciferase in RMG-I cells; RMG-I TPO-luciferase reporter, SteadyGlo, 24 h; inhibition, % at 12.6 µM; hit rate 1.2% among 360,000;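 active = mean replicate inhibition at least 60% with every replicate also reaching 60%; inconclusive = only one of the two criteria is met; inactive = mean below 60% and not all replicates reaching 60%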;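 note: luciferase light reporting Pax8 driven TPO promoter activity; plate controls were median of neutral control wells for no effect and mitoxantrone controls for full effect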
Xi reactivation: activators of X-chromosome reactivation in mouse fibroblasts. XiGFP mouse fibroblasts, % GFP-positive cells imaging, 3 d; cells co-treated with 5-aza-dC sensitizer; scaled so ellipticine positive control = 100%. activation, % at 7.58 µM. hit rate 0.055% among 360,000;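 active = mean normalized replicate activation at least 10% and every replicate at or above 10%; inconclusive = only one of the two criteria met; inactive = mean below 10% and not all replicates reach 10%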;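 note: 0% = median of on-plate neutral control wells and 100% = ellipticine 6 µM median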
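System: 68-5-11 XiGFP fibroblast line; Timing: 3 days compound exposure; Compound dosing: one concentration, pinned; Benchmarks: positive control ellipticine, 6 µM final; Buffer or medium: DMEM containing 5-aza-dC.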
EWS-Fli block: blocks EWS/Fli oncoprotein-driven transcription; hit rate 0.67% among 350,000; A673 NR0B1-luciferase reporter, viability-normalised; inhibition, % at 12.6 µM;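 active = mean inhibition of at least 50% after viability correction, with every replicate also passing that limit; inconclusive = mean reaches 50% but only one of two replicates passes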;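 note: firefly luciferase signal divided by Alamar Blue viability fluorescence both relative to DMSO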
INS-1E GSIS act: GLuc luminescence reporter in INS-1E cells, primary screen for activators of glucose-dependent secretion of insulin; INS-1E GLuc reporter insulin secretion, 2-3 h; activation, % at 16.6 µM; hit rate 0.61% among 370,000; AID 743287;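 active = lowest replicate activation of at least 40%, so every replicate reaches that level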;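 note: 0% = median of neutral control wells and 100% = median of IBMX positive control wells; some compounds called inactive have numbers as strong as hits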
DENV2 CPE: inhibitors of DENV2 cytopathic effect. DENV2-infected cells, cytopathic effect rescue, plate reader. CPE inhibition, % at 9.99 µM. hit rate 1.7% among 350,000. AID 651640; in the data active = CPE inhibition above about 20%, passing the limit was not always enough; inconclusive = no clear call, values can overlap the other calls; tested in BHK-21 cells;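 note: 0% = median of neutral control wells and 100% = median of positive control wells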
ERp5 inh: blocks human ERp5 reductase activity on insulin; Q15084; ERp5 insulin aggregation, absorbance 650 nm, 90 min; inhibition, % at 9.99 µM; hit rate 0.05% among 350,000; AID 651711;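 active = mean replicate inhibition above about 25%, with every replicate also reaching it, limit read from the data, passing the limit was not always enough; inconclusive = only one of those two criteria met; inactive = neither criterion met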
Target sequence (Q15084 whole entry, looked up): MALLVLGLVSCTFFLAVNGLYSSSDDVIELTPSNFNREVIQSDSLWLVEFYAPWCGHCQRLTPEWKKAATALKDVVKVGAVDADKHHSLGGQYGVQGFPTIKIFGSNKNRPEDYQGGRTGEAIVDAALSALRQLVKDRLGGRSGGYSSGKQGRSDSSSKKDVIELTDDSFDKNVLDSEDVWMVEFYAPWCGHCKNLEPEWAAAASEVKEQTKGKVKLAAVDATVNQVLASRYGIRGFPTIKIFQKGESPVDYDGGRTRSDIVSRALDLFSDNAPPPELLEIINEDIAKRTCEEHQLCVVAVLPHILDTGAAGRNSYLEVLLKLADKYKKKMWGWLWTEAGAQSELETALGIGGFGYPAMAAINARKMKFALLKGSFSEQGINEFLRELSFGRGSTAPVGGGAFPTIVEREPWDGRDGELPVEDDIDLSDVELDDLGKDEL
* hit, by the source's call; u = inconclusive; x = no result given.

SMILES	ARNT TACC3 PPI	F508del corr	PAX8 inh HTS	Xi reactivation	EWS-Fli block	INS-1E GSIS act	DENV2 CPE	ERp5 inh
O=C(C[C@H]1CC[C@@H]2[C@H](COC[C@@H](O)CN2C(=O)Nc2ccc(C(F)(F)F)cc2)O1)NCC1CCCCC1	4	0.5	x	-0.1	x	-24	2	-1
O=C(NCC1CC1)[C@H]1[C@H](CO)[C@H]2Cn3c(cccc3=O)[C@H]2N1Cc1cccc(F)c1	x	1.5	-22	0.0	x	7	5	-7
COc1ccc([C@H]2[C@@H]3C=CCC[C@@]3(C)C(=O)N2Cc2ccccc2)cc1Cl	-24	0.9	3	0.0	4	-10	7	-12
COc1ccc2c3c([nH]c2c1)[C@H](CO)N(C(=O)c1ccccn1)CC31CN(C(=O)C2CC2)C1	x	1.6	-3	0.3	-6	-2	-4	-1
COC(=O)c1c(NC(=O)CN2C(=O)C(=O)N(CC(C)C)C2=O)sc(C)c1C	0	0.2	-3	0.1	5	32	-5	-1
CCC(=O)N1C[C@H]2[C@@H](c3ccccc31)[C@@H](CO)N2Cc1ccccc1OC	-20	-0.5	-17	0.5	-3	3	-3	-2
O=C(NC(=S)Nc1ccc(CN2CCOCC2)cc1)c1cc2ccccc2o1	-3	5.4	2	0.6	-28	5	1	3
C[C@@H]1CN([C@@H](C)CO)C(=O)c2cc(-c3cccc(C#N)c3)cnc2O[C@H]1CN(C)Cc1ccccc1	-12	1.5	-5	-1.0	23	-1	-1	-1
Cc1ccc(-n2c(SCC(=O)NCCN3C(=O)CSC3=O)nnc2-c2ccccc2F)cc1	1	x	11	0.6	x	-2	x	x
O=C(C[C@@H]1CC[C@@H](NS(=O)(=O)c2ccccc2)[C@H](CO)O1)N1CCC(Cc2ccccc2)CC1	x	1.9	15	-0.1	-2	-6	u	7
O=C(C[C@@H]1C=C[C@H](NC(=O)Nc2cc(F)ccc2F)[C@H](CO)O1)NCc1ccc2c(c1)OCO2	17	-1.1	x	0.3	x	8	-7	0
C[C@H]1CN([C@@H](C)CO)C(=O)c2cc(/C=C/c3ccccc3)cnc2O[C@@H]1CN(C)C(=O)c1cccc(F)c1	12	-0.9	-1	-0.3	13	-32	27	-2
CCOCCCNC(=O)C(NC(=O)c1ccc(NC(C)=O)cc1)c1ccccc1 (configuration not stated)	-3	-3.2	0	0.0	4	2	-6	-5
C[C@H](CO)N1C[C@H](C)[C@@H](CN(C)C(=O)C2CC2)Oc2cc(-c3ccc(C(=O)N(C)C)cc3)ccc2S1(=O)=O	x	3.0	x	-1.0	17	-14	x	x
CC(=O)N1c2ccc(S(=O)(=O)N3CCC(C(=O)Nc4ncccc4C)CC3)cc2CC1C (configuration not stated)	-10	0.2	1	0.2	-8	0	2	-12
COc1ccccc1NC(=O)N(O)C1(C#N)CCCCC1	0	-0.9	1	0.0	-1	x	4	7
O=C(N/N=C/c1ccccc1O)c1ccc2c(c1)OCO2	15	5.3	-12	0.3	-81	-3	0	1
CCS(=O)(=O)N1CC(=O)N2[C@@H](CO)[C@H](c3ccc(C#Cc4ccc(F)cc4)cc3)[C@@H]2C1	x	1.2	0	0.4	-14	-19	-7	0
O=C(N[C@H]1CC[C@@H](CCn2cc(C3(O)CCCC3)nn2)O[C@H]1CO)C1CCCC1	-6	-2.1	4	0.3	0	-1	-10	12
Cc1ccnc(OC(C(=O)O)C(OCCc2ccccc2)(c2ccccc2)c2ccccc2)n1 (configuration not stated)	-7	x	-4	-0.1	0	x	19	2
COc1ccccc1N1CCN(C2CCCN(C(=O)CCC(=O)N(C)C)C2)CC1 (configuration not stated)	-4	-1.6	7	0.2	-10	-5	-3	0
O=C(Nc1cccc(Cl)c1)N[C@H]1CC[C@@H](CCNC(=O)C2CC2)O[C@@H]1CO	-13	-0.4	-2	-0.3	-6	5	-6	-2
C[C@H](NC(=O)c1nc[nH]c1C(=O)NCCCCCNC(=O)OC(C)(C)C)C(=O)OC(C)(C)C	4	-1.3	25	0.1	20	-48	3	-6
CC(C)=CC(=O)N1CCC(N2CCC(C(=O)N3CCOCC3)CC2)CC1	17	0.5	-16	0.1	-12	5	4	0
CC(C)[C@H](NC(=O)c1ccccc1F)C(=O)NC1CCCCCCC1	x	3.5	-4	0.0	8	-3	2	-1

In the list so far, 2 have an NH in an aromatic ring:
SMILES	ARNT TACC3 PPI	F508del corr	PAX8 inh HTS	Xi reactivation	EWS-Fli block	INS-1E GSIS act	DENV2 CPE	ERp5 inh
COc1ccc2c3c([nH]c2c1)[C@H](CO)N(C(=O)c1ccccn1)CC31CN(C(=O)C2CC2)C1	x	1.6	-3	0.3	-6	-2	-4	-1
C[C@H](NC(=O)c1nc[nH]c1C(=O)NCCCCCNC(=O)OC(C)(C)C)C(=O)OC(C)(C)C	4	-1.3	25	0.1	20	-48	3	-6

Some entries already given, reduced to INS-1E GSIS act, DENV2 CPE and F508del corr:
| smiles | INS-1E GSIS act | DENV2 CPE | F508del corr |
| --- | --- | --- | --- |
| COC(=O)c1c(NC(=O)CN2C(=O)C(=O)N(CC(C)C)C2=O)sc(C)c1C | 32 | -5 | 0.2 |
| C[C@@H]1CN([C@@H](C)CO)C(=O)c2cc(-c3cccc(C#N)c3)cnc2O[C@H]1CN(C)Cc1ccccc1 | -1 | -1 | 1.5 |

Returning to the listing; the two compounds before the break are reprinted first.
SMILES	ARNT TACC3 PPI	F508del corr	PAX8 inh HTS	Xi reactivation	EWS-Fli block	INS-1E GSIS act	DENV2 CPE	ERp5 inh
CC(C)=CC(=O)N1CCC(N2CCC(C(=O)N3CCOCC3)CC2)CC1	17	0.5	-16	0.1	-12	5	4	0
CC(C)[C@H](NC(=O)c1ccccc1F)C(=O)NC1CCCCCCC1	x	3.5	-4	0.0	8	-3	2	-1
CSCC[C@H](NC(=O)[C@@H]1CSC2c3ccccc3C(=O)N21)C(=O)NC1CCCC1 (some centres not stated)	-3	1.1	9	0.2	7	4	1	3
CN(C)CC(=O)N[C@H]1CC[C@H](CCNC(=O)C2CC2)O[C@@H]1CO	x	-0.3	x	0.9	-8	-4	u	-1
COc1ccc(-c2nn(-c3ccccc3)cc2C(N)=O)cc1OC	-6	-5.3	-6	0.1	2	13	-8	1
COCC(C)n1c(C)cc(C(=O)COC(=O)CNC(=O)c2ccccc2)c1C (configuration not stated)	35	x	-7	0.0	-2	-2	8	0
Cc1noc(C)c1NC(=O)Nc1ccc2c(c1)C(=O)N([C@@H](C)CO)C[C@H](C)[C@H](CN(C)Cc1ccc(C(F)(F)F)cc1)OCCCC[C@@H](C)O2	20	1.7	0	-1.2	1	-13	-6	3
CN(C)CC(=O)N1[C@H](C#N)[C@H](c2ccc(C#CC3CCCC3)cc2)[C@@H]1CO	8	0.4	17	0.0	-12	14	31*	1
CCC(=O)NC(c1cc(Cl)c2ccccc2c1O)C1CC1 (configuration not stated)	3	-0.8	10	-0.1	1	5	-5	1
COCC(C)NC(=S)NCCc1ccc(Cl)cc1Cl (configuration not stated)	-11	1.4	0	0.5	1	-37	-1	0
Fc1ccc(CN2CCCCCCC2)cc1	4	0.3	x	x	-25	3	x	-6
CCCNC(=O)C1(C)CCN(C(=O)c2cc(C)n(C(C)(C)C)n2)C1 (configuration not stated)	x	2.2	10	0.4	-9	5	0	-4
O=C(CCCc1nc2ccccc2s1)N1CCN(c2ccccc2F)CC1	1	2.4	-4	0.1	-19	-7	-4	-1
Cc1nc(SCC(=O)Nc2ccccc2Cl)c2c(C)c(C)sc2n1	4	-0.6	-10	0.3	-34	9	-2	3
O=C(CSc1n[nH]c(=O)n1Cc1ccco1)c1ccc(F)cc1	x	-0.2	-16	0.0	-7	-10	-5	0
COc1ccc(OCc2cc(C(=O)NC3CCc4ccccc43)no2)c(Cl)c1 (configuration not stated)	-1	1.1	25	0.1	11	1	5	-5
COc1ccccc1CN(C)C(=O)c1cc(-c2cc(OC)c(OC)c(OC)c2)nc2ccccc12	-2	-0.8	33	0.1	30	-16	1	2
C/C=C/c1ccc2c(c1)O[C@@H](CN(C)C)[C@H](C)CN([C@@H](C)CO)S2(=O)=O	19	1.9	x	-1.0	5	9	-3	1
CCC1NC(=O)c2cc3ccccc3cc2-n2c1nc1ccc(F)cc1c2=O (configuration not stated)	x	0.9	21	0.1	4	-15	8	-12
CCC(=O)NCCc1nc(-c2ccccc2)no1	4	-2.4	-6	0.0	-14	x	-13	4
O=C(Nc1ccccc1F)N[C@H]1CC[C@@H](CCNC(=O)C2CC2)O[C@@H]1CO	-5	-1.0	x	0.6	6	1	3	-7
CC(Oc1ccc(Cl)cc1)C(=O)N(C)CC(=O)Nc1ccc(N2CCOCC2)cc1 (configuration not stated)	1	-0.4	3	0.0	-3	-5	-4	7
CCOc1cccc(N(C(=O)c2ccco2)C(C(=O)NC2CCCC2)c2cccnc2)c1 (configuration not stated)	-1	0.5	-10	0.0	x	-3	-3	3
O=C(Nc1ccc(F)c(Cl)c1)c1cc(C2CCCCN2C(=O)CCc2ccccc2)on1 (configuration not stated)	x	2.7	13	0.0	3	-46	u	6
CC(=O)Nc1ccc2c(c1)CN(c1cc(C)ccc1C)CO2	-2	x	-5	-0.1	x	-33	x	x
CN(Cc1ccncc1)C(=O)[C@@H]1CCCN1C(=O)[C@@H]1CCCN1	x	-2.5	1	0.1	-7	-5	-11	3
Cc1cc(C)c(S(=O)(=O)n2cnc3ccccc32)c(C)c1	-19	0.5	x	x	-14	7	-3	2

New compounds follow
SMILES	ARNT TACC3 PPI	F508del corr	PAX8 inh HTS	Xi reactivation	EWS-Fli block	INS-1E GSIS act	DENV2 CPE	ERp5 inh
CCOC(=O)N1CCN(C(=O)c2cc(OCC)c(OCC)c(OCC)c2)CC1	-1	-0.8	11	0.0	-93	1	u	-4
Cc1ccc(C(=O)n2nc(-n3cccc3)c3c(C)cc(C)nc32)cc1	-9	-1.8	-18	0.0	3	-8	1	6
C[C@@H]1CN([C@@H](C)CO)C(=O)Cc2cc(NC(=O)Nc3ccccc3)ccc2O[C@H]1CN(C)CC1CC1	-8	-0.8	7	x	-3	x	5	-7
Cc1cc(C)cc(NCc2cc(=O)oc3cc(-c4ccccc4)c(O)cc23)c1	0	x	14	0.0	x	-17	x	x
CC(=O)N[C@@H]1CC[C@@H](CC(=O)NCc2ccc(Cl)cc2)O[C@H]1CO	-11	5.6	0	-0.3	-7	6	u	1
OCCC1CN(Cc2ccon2)CCN1CCc1ccccc1 (configuration not stated)	x	1.7	10	0.0	2	7	6	-6
Cc1cc(C)n(-c2nc(NCCCN(C)C)c3c4c(sc3n2)COC(C)(C)C4)n1	x	4.9	-1	-0.1	4	22	10	2
O=C(C[C@@H]1CC[C@@H](NC(=O)C2CCOCC2)[C@H](CO)O1)NCc1ccccc1Cl	-8	-2.2	-2	-0.1	7	5	12	1
COCC(=O)NC1CCCCCC1	0	-1.4	-17	0.1	-6	x	7	1
O=C(O)c1cc(NN=Nc2cccc(S(=O)(=O)O)c2)cc([N+](=O)[O-])c1	-3	2.1	-16	0.0	8	-6	3	-1
O=C(O)c1cccc(NC(=S)NC(=O)c2ccc3ccccc3c2)c1	4	3.1	x	0.0	31	-14	-9	-3
CCCNC(=O)N1[C@H](C#N)[C@H](c2ccccc2-c2ccc(C)cc2)[C@@H]1CO	x	-0.9	x	0.2	-5	-12	2	-4
C[C@H]1CN([C@@H](C)CO)C(=O)Cc2cc(NC(=O)Cn3cnnn3)ccc2O[C@H]1CN(C)Cc1ccccc1	-2	1.4	-11	0.2	-4	11	-5	-5
